Assay outcomes (PubChem)
PMK inhibit: inhibitors of Streptococcus pneumoniae phosphomevalonate kinase; purified PMK, PK/LDH-coupled NADH absorbance 340 nm; inhibition, % at 10 µM; 65,000 compounds, 0.49% hits;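 active = top-ranked compounds by inhibition in the single 10 µM screen, taking a fixed number of the strongest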;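 note: 0% = full reaction with DMSO carrier and 100% = background rate without enzyme reaction; no value below 0 was filed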
HPDE-C7K KRASV12: viability loss of HPDE-C7K cells – cell-based, fluorescence, HTS, primary screen (AID 431) | HPDE-C7K KRASV12 cells, Alamar Blue viability, 48 h; higher % means a stronger effect | cytotoxicity, % at 10 µM; hits with a dose series show EC50 in µM | 63,000 compounds, 1.7% hits;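 active = compounds whose percent cytotoxicity in the single-dose primary screen, scaled between solvent and toxic-drug controls, exceeds 50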;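 note: 0% = DMSO solvent wells and 100% = doxorubicin-treated wells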
Spn MK inh: blocks S. pneumoniae mevalonate kinase | inhibition, % at 10 µM | purified MK, PK/LDH-coupled NADH absorbance 340 nm | 65,000 compounds, 0.48% hits;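 active = ranked among the strongest by inhibition in the single 10 µM screen, a fixed top-ranked set picked for dose follow-up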; note: no value below 0 was filed
Bfl-1 displacement: displacement of Bid BH3 peptide from Bfl-1 – biochemical, fluorescence polarization, FITC-Bid, mouse, primary screen (AID 432) | 64,000 compounds, 0.02% hits | displacement, % at 20 µM, or IC50 in µM where a hit was titrated | FITC-Bid BH3 peptide fluorescence polarization displacement; higher % means a stronger effect; in the data active = a potency from the dose series; inactive = the rest, 99 in 100 with displacement below about 15%; note: strong numbers were not always called active
HT1080 viability: cytotoxicity in HT1080 fibrosarcoma cells, cell-based, fluorescence readout (AID 620); cytotoxicity, % at 10 µM, or EC50 in µM where a hit was titrated; HT1080 viability, fluorescence; higher % means a stronger effect; 87,000 compounds, 0.42% hits;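 note: cells exposed to compound overnight then 4 h with Alamar Blue; 0% = vehicle DMSO and 100% = killing control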
HPDE-C7 viability: HPDE-C7 pancreatic duct cell viability loss – fluorescence, HTS (AID 430); HPDE-C7 pancreatic duct cells viability, fluorescence; higher % means a stronger effect; cytotoxicity, % at 10 µM; hits with a dose series show EC50 in µM; 63,000 compounds, 1.8% hits;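 note: cells exposed to compound for 48 hours before viability readout; 0% = vehicle and 100% = reference cytotoxic drug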
LYP inhibition: LYP phosphatase inhibitors, primary screen, biochemical, DiFMUP fluorescence, recombinant catalytic domain, 10 µM (AID 606) | recombinant LYP catalytic domain, DiFMUP fluorescence; higher % means a stronger effect | inhibition, % at 10 µM; hits with a dose series show IC50 in µM | 52,000 tested, under 10 active;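 active = IC50 under 40 µM in the dose-response test; inactive = IC50 of 40 µM or more, or never dose-tested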
Alkaline phosphatase: inhibition of tissue-nonspecific alkaline phosphatase – biochemical, luminescent (AID 518); purified TNAP enzyme, luminescent substrate readout; higher % means a stronger effect; one-dose inhibition, % at 20 µM; IC50 in µM for titrated hits; 64,000 compounds, 0.09% hits; in the data active = a potency from the dose series; inactive = the rest, 99 in 100 with inhibition below about 22%;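 note: plate controls were vehicle for no effect and reference inhibitor for full effect; many of its hits are not listed in these tables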
Spn DPM-DC inh: S. pneumoniae DPM-DC inhibition | purified DPM-DC, PK/LDH coupled NADH fluorescence | 65,000 compounds, 0.49% hits | calls only at 10 µM;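 active = the 320 compounds with the highest percent inhibition in the single-dose primary screen, excluding strongly autofluorescent ones, cut at about 32% in these data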;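 note: kinetic rate of NADH fluorescence loss reporting ADP formed by the decarboxylase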
PMK inhibit pilot replicates: second read-out of PMK inhibit, no call of its own (marks repeat the call); inhibition, %; measured here: pilot screen replicates
Spn MK inh pilot replicates: further read-out of Spn MK inh, marked with its call; inhibition, %; measured here: pilot screen replicates
Spn DPM-DC inh pilot screen %: recorded beside Spn DPM-DC inh, whose call it bears; inhibition, %; measured here: pilot screen trials
Numbers without * were called inactive; i = inactive; · = not tested or not shown. Cut-off read from the data, not from the text of the source, unless noted: active = cytotoxicity above about 50%; inactive = the rest.

SMILES | PMK inhibit | HPDE-C7K KRASV12 | Spn MK inh | Bfl-1 displacement | HT1080 viability | HPDE-C7 viability | LYP inhibition | Alkaline phosphatase | Spn DPM-DC inh | others
CCOc1ccc(NCC2CCOC(C)(C)C2)cc1 (stereo not drawn) | · | -14.9% | · | -10.1% | 0.5% | -16.0% | · | 3.5% | ·
O=C(O)c1cccc(Cn2cccn2)c1 | 16.0 | -1.9% | 0.0 | 3.5% | -2.2% | -15.4% | 5.8% | 3.3% | i
CCN1C(=O)/C(=C2\C=Cc3ccccc3N2CC)OC1=S | 4.0 | -11.3% | 8.0 | -16.9% | 5.1% | -14.1% | -1.4% | 24.4% | i | PMK inhibit pilot replicates=6.5;Spn MK inh pilot replicates=1.0;Spn DPM-DC inh pilot screen %=4.0
CCN(CCCNC(=O)c1cn(CC)c2ccc(S(=O)(=O)N(C)C)cc2c1=O)c1cccc(C)c1 | 4.0 | 23.6% | 13.0 | 7.1% | -10.6% | 12.8% | 7.7% | 6.5% | i | PMK inhibit pilot replicates=5.0;Spn MK inh pilot replicates=7.0;Spn DPM-DC inh pilot screen %=1.5
O=S(=O)(Nn1cnnc1)c1ccccc1Cl | 5.0 | -14.5% | 10.0 | 6.0% | 3.1% | -10.3% | 7.1% | 3.6% | i | PMK inhibit pilot replicates=0.0;Spn MK inh pilot replicates=2.0;Spn DPM-DC inh pilot screen %=0.0
COc1ccc(S(=O)(=O)N2CCC(C(=O)NCc3ccccn3)CC2)cc1C | 1.0 | 5.0% | 3.0 | -6.0% | -4.9% | 7.7% | 12.5% | 4.1% | i
Cn1c(=O)n(C)c2cc(C(=O)Nc3ccc4c(c3)OCO4)ccc21 | 13.0 | · | 3.0 | · | 15.3% | · | 13.7% | · | i
Fc1ccc(N2CCN(C(c3cccs3)c3nnnn3CCc3ccccc3)CC2)cc1 (stereo not drawn) | 4.0 | 10.1% | 5.0 | -4.4% | 0.5% | -2.3% | 1.6% | 6.4% | i
COc1cc(CC(=O)Nc2ncc(C)s2)cc(OC)c1OC | 12.0 | -14.5% | 11.0 | 1.8% | 2.5% | -22.4% | -1.8% | 5.0% | i | PMK inhibit pilot replicates=2.5;Spn MK inh pilot replicates=0.0;Spn DPM-DC inh pilot screen %=0.0
CCn1c(CSc2ncccn2)nnc1SCC(=O)N1CCc2ccccc21 | 11.0 | 3.9% | 2.0 | -4.1% | 3.2% | 6.1% | 12.8% | -2.4% | i
O=C(O)C1C2C=CC3(CN(CC(O)COc4ccccc4)C(=O)C13)O2 (stereo not drawn) | 0.0 | 1.7% | 5.0 | 3.3% | -6.4% | -8.7% | 14.0% | 0.8% | i
CN(C(=O)c1cccnc1)c1nnc(-c2cccnc2)s1 | 0.0 | -14.9% | 1.0 | 1.7% | -0.5% | -24.1% | 13.8% | 12.7% | i
Cn1c(SCC(=O)N2CCN(c3ccccc3)CC2)nnc1-c1cc2ccccc2o1 | 5.0 | 10.4% | 7.0 | -6.3% | 4.7% | 1.4% | -1.3% | 1.9% | i
Cc1nc2nc(C)c(CCC(=O)N3CCc4ccccc43)c(C)n2n1 | 15.0 | -4.6% | 4.0 | -2.6% | -8.6% | 0.5% | 3.2% | 2.0% | i
COc1ccc2[nH]c(=O)c(CN(C(C)=O)c3cccc(C)c3)cc2c1 | 7.0 | 3.7% | 0.0 | -1.5% | 8.6% | 3.0% | · | 11.4% | i

Reprinted from the listing for reference:
SMILES | PMK inhibit | HPDE-C7K KRASV12 | Spn MK inh | Bfl-1 displacement | HT1080 viability | HPDE-C7 viability | LYP inhibition | Alkaline phosphatase | Spn DPM-DC inh | others
CCOc1ccc(NCC2CCOC(C)(C)C2)cc1 (stereo not drawn) | · | -14.9% | · | -10.1% | 0.5% | -16.0% | · | 3.5% | ·
O=C(O)c1cccc(Cn2cccn2)c1 | 16.0 | -1.9% | 0.0 | 3.5% | -2.2% | -15.4% | 5.8% | 3.3% | i
CCN1C(=O)/C(=C2\C=Cc3ccccc3N2CC)OC1=S | 4.0 | -11.3% | 8.0 | -16.9% | 5.1% | -14.1% | -1.4% | 24.4% | i | PMK inhibit pilot replicates=6.5;Spn MK inh pilot replicates=1.0;Spn DPM-DC inh pilot screen %=4.0

(further entries)
SMILES | PMK inhibit | HPDE-C7K KRASV12 | Spn MK inh | Bfl-1 displacement | HT1080 viability | HPDE-C7 viability | LYP inhibition | Alkaline phosphatase | Spn DPM-DC inh | others
N#CCCCSc1nnc(CSc2nc3ccccc3s2)n1-c1ccccc1 | 0.0 | 10.8% | 10.0 | -3.5% | 8.1% | -12.2% | · | 0.6% | i
CCn1c(SCC(=O)OC(C)C)nnc1-c1cccc(Cl)c1 | 0.0 | 24.1% | 9.0 | -10.1% | 7.9% | -13.4% | 3.6% | 4.2% | i
c1ccc(OCCOCCSc2ncccn2)cc1 | 6.0 | -3.0% | 4.0 | -8.2% | -2.6% | -10.1% | -13.0% | 4.3% | i
CCCc1nc2oc3c(NCCN4CCOCC4)ncnc3c2c2c1CCCC2 | 8.0 | · | 8.0 | -3.3% | -9.7% | · | 0.6% | 9.6% | i
NC(=O)CSc1nnc(COc2ccccc2)n1CCc1ccccc1 | 7.0 | -0.7% | 0.0 | -4.6% | 0.9% | -2.3% | 16.5% | 3.8% | i
CC1(C)CC(=O)C2=C(C1)N(CC1CCCO1)C(=O)C2(O)C(F)(F)F (stereo not drawn) | 1.0 | -12.0% | 13.0 | -3.2% | · | 13.0% | 13.5% | 20.8% | i | PMK inhibit pilot replicates=1.5;Spn MK inh pilot replicates=0.0;Spn DPM-DC inh pilot screen %=0.0
Cc1ccc(CN2C(=O)CCC2C(=O)NC(C)C)cc1 (stereo not drawn) | 13.0 | 6.6% | 7.0 | -15.1% | 18.8% | 0.7% | · | 5.6% | i
O=C(NCc1ccc(F)cc1)C1CCN(S(=O)(=O)N2CCCCC2)CC1 | 19.0 | 3.5% | 6.0 | -1.7% | 3.4% | -11.7% | -0.9% | 0.4% | i
CCOC(=O)N1CCC(n2c(SCC(=O)Nc3nccs3)nc3ccsc3c2=O)CC1 | 11.0 | 3.3% | 2.0 | -2.7% | 5.3% | -4.3% | -3.2% | 7.1% | i
O=C(CCn1cnc2ccccc2c1=O)Nc1cccc(Cl)c1 | 1.0 | -11.5% | 8.0 | 1.3% | 4.3% | -3.4% | 3.9% | 7.6% | i
O=C(Oc1c(Cl)cc(Cl)c2cccnc12)N1CCCCC1 | 0.0 | 10.8% | 4.0 | 4.9% | -8.2% | -1.1% | 5.8% | 7.8% | i
CC(C)CC(C(=O)O)C(C)CC(=O)Nc1ccn(-c2ccccc2)n1 (stereo not drawn) | 0.0 | 2.3% | 5.0 | -0.6% | -14.7% | 6.9% | -14.6% | 9.6% | i
CCOC(=O)C1=C(O)CSC1=Nc1ccc(Cl)cc1 | 3.0 | 15.4% | 8.0 | -0.4% | 3.1% | 1.2% | 2.6% | 8.0% | i
O=C(CSc1nnc(CNC(=O)c2cccs2)o1)NCc1ccc(F)cc1 | 8.0 | 4.1% | 4.0 | 5.2% | · | 1.3% | 9.8% | 6.2% | i
Cc1ccccc1C1CC(c2ccc(F)cc2)Nc2nc(N)nn21 (stereo not drawn) | 11.0 | -4.7% | 11.0 | -6.2% | 1.1% | -11.0% | 6.5% | 13.0% | i
CCCCOc1ccc(/C(N)=N/O)cc1 | 18.0 | · | 0.0 | -3.0% | -0.3% | · | 5.1% | 8.2% | i
CCOC(=O)C1(N(CC)CC)Sc2cc(C)ccc2NC1=O (stereo not drawn) | 4.0 | 0.8% | 0.0 | 0.5% | 0.7% | 5.0% | 8.6% | 9.6% | i
O=C(NCc1ccco1)c1cc(-c2ccccn2)nc2ccccc12 | 14.0 | -16.1% | 2.0 | -2.5% | -0.7% | -22.8% | 4.6% | 6.3% | i
COc1ccc(N(C(=O)c2ccco2)S(=O)(=O)c2cccs2)cc1 | 0.0 | 24.9% | 7.0 | -6.0% | -2.0% | 25.7% | 3.0% | 11.0% | i
C=CCN1C(=O)/C(=N/n2cnnc2)c2ccccc21 | 0.0 | -13.5% | 12.0 | 4.2% | -38.8% | -31.7% | 8.8% | 10.5% | i
Cc1ccc(NC(=O)CNS(=O)(=O)c2cccs2)cc1F | 12.0 | 3.3% | 3.0 | -5.4% | -1.5% | -6.5% | · | 3.0% | i
Nc1ncnc2c1ncn2CCN1CCOCC1 | 3.0 | 4.4% | 9.0 | 5.5% | 0.8% | -3.2% | 11.5% | 7.7% | i
CCc1ccc(NC(=O)c2cnc3n(c2=O)CCS3)cc1 | 0.0 | 4.8% | 0.0 | -2.4% | -1.1% | -11.7% | 6.9% | 7.4% | i
Cn1cccc1Cc1nnc(SCC(=O)Nc2ccc(F)cc2F)n1-c1ccc(F)cc1 | 8.0 | 15.8% | 10.0 | 6.0% | -4.6% | 2.6% | 5.3% | 19.8% | i | PMK inhibit pilot replicates=0.5;Spn MK inh pilot replicates=10.0;Spn DPM-DC inh pilot screen %=0.5
CN1C(=O)N(C)C2C1N(C)S(=O)(=O)N2C (stereo not drawn) | 12.0 | -16.0% | 10.0 | -7.8% | -4.5% | -15.7% | -0.8% | 4.4% | i
O=C(Nc1cccnc1N1CCOCC1)c1cc2ccccc2oc1=O | 0.0 | -1.2% | 9.0 | -4.7% | 0.8% | -2.6% | -3.8% | 8.6% | i
C(=N\n1cnnc1)/c1ccc(OCc2ccccc2)cc1 | 5.0 | 1.8% | 0.0 | 3.4% | -13.9% | -1.2% | 6.7% | 14.9% | i
COc1ccccc1C1C(C#N)=C(N)Oc2cc(C)n(Cc3ccccn3)c(=O)c21 (stereo not drawn) | 5.0 | 2.4% | 9.0 | -2.3% | -2.8% | 9.8% | 10.3% | 21.2% | i | PMK inhibit pilot replicates=9.0;Spn MK inh pilot replicates=1.5;Spn DPM-DC inh pilot screen %=1.0
CCCS(=O)(=O)N1CCC(C(=O)NC2CCC(C)CC2)CC1 (stereo not drawn) | 9.0 | -1.8% | 2.0 | -1.0% | 2.3% | 5.9% | 4.8% | 7.4% | i
O=c1c2c(-c3ccco3)csc2nc(SCc2cn3cccnc3n2)n1-c1ccccc1 | 8.0 | -11.1% | 6.0 | -2.9% | 36.4% | -1.7% | 3.7% | -0.4% | i
O=C(c1ccc2c3c(cccc13)CC2)N1CCOCC1 | 2.0 | -13.8% | 9.0 | -2.8% | -18.7% | -4.8% | 1.7% | 11.7% | i
CC(=O)N1CCC2(CC1)C(C#N)=C(N)Oc1n[nH]c(C(F)(F)F)c12 | 2.0 | 23.0% | 7.0 | 0.7% | -5.4% | 14.5% | · | 8.8% | i
COC(=O)Cn1cnc2c(nnn2-c2ccc(C)cc2)c1=O | 9.0 | -7.9% | 3.0 | -0.4% | 10.0% | -0.4% | 8.0% | 20.0% | i | PMK inhibit pilot replicates=0.5;Spn MK inh pilot replicates=0.0;Spn DPM-DC inh pilot screen %=0.0
Nc1nonc1NC(=O)CSc1nc2ccccc2s1 | 18.0 | -15.9% | 0.0 | -3.2% | -1.4% | -3.3% | -11.2% | 10.1% | i | PMK inhibit pilot replicates=0.0;Spn MK inh pilot replicates=11.0;Spn DPM-DC inh pilot screen %=0.0
CC(=C1C2C=CC1C1C(=O)NC(=O)C21)c1ccccc1 (stereo not drawn) | 0.0 | 1.9% | 8.0 | -6.3% | 6.1% | 1.5% | 4.4% | 0.5% | i
